# Compound activity (PubChem BioAssay)
# BRCT inh red: BRCT-phosphoprotein interaction inhibition (red fluorophore) | P38398 | BRCT-phosphopeptide binding, red fluorescence polarization | Potency, µM (highest dose often 76.9 µM), inactives show top-dose activity change, negative = inhibition, hits mostly inhibitors | 75,000 compounds, 0.03% hits | AID 892; further: on the % scale 0 is the no-effect control and ±100 the full control effect
#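 Rhodamine-labelled pBACH1 10-mer (100 nM) bound to BRCT domain (100 nM) at pH 7.3; compounds incubated 12 min room temperature, polarization read. Free peptide defines full inhibition; unlabelled decapeptide titrated as control.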
# BRCT PPI green: blocks human BRCA1 BRCT binding to phosphopeptide, green readout; P38398; BRCA1 BRCT-phosphopeptide binding, green fluorescence polarization; 75,000 compounds, 0.05% hits; Potency, µM (titrated, usually from 76.9 µM), without a hit: top-dose activity change, negative = inhibition, most hits filed as inhibitors;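 further: potency means the concentration at half of the fitted maximal effect; plate controls were peptide without protein for full effect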
#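 Compounds were incubated for 12 min at room temperature with a complex of 100 nM fluorescein-tagged pBACH1 decapeptide and 250 nM His-tagged BRCT protein. Buffer was phosphate pH 7.3 with EDTA, DTT and Tween 20. Disruption of binding lowers the polarization signal.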
# HEK293 cAMP cs: raises cAMP in parental HEK293 cells, TSHR agonist counter-screen | parental HEK293 CNG cAMP sensor, membrane potential fluorescence | Potency, µM (titrated, usually from 57.1 µM), for the others: at the top dose activation, actives largely listed as activators | 73,000 compounds, 2.5% hits | AID 938; further: potency means the concentration at half of the fitted maximal effect; % of control where 0% means no effect; nearly all actives have a fitted effect of over 55% in size
#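 Counterscreen for endogenous-receptor signalling: CNG-channel HEK 293 cells report cAMP rise by membrane depolarization. After 60 min dye equilibration with 100 uM RO 20-1724, compounds incubated 30 min before bottom-read fluorescence at 590 nm.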
# USP2a inh: inhibitors of human ubiquitin-specific protease USP2a. O75604. USP2a enzymatic assay, qHTS inhibition. Potency, µM (highest dose often 38.3 µM), inactives show top-dose activity change, negative = inhibition, most hits filed as inhibitors. 60,000 compounds, 0.1% hits;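 further: potency means the concentration at half of the fitted maximal effect; nearly all actives have a fitted effect of over 60% in size; plate controls were DMSO for no effect and NEM full inhibition control for full effect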
# Target sequence (O75604 whole entry, looked up): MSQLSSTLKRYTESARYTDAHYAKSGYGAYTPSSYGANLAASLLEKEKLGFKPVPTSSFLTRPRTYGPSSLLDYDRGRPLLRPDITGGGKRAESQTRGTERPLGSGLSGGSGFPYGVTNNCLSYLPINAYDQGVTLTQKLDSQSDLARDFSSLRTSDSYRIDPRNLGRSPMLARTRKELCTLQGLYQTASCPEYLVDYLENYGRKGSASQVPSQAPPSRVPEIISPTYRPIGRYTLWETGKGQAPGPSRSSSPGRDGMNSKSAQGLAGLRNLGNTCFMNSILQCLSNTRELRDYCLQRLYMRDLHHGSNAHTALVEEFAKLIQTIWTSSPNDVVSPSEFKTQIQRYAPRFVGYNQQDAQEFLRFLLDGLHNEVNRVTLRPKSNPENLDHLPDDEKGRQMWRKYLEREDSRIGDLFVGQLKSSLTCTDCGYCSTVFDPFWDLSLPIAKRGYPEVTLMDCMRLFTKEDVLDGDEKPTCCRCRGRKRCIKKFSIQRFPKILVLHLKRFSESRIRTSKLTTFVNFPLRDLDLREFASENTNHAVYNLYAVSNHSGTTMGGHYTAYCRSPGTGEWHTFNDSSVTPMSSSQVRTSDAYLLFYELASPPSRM
#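 Coupled readout: USP2-cleaved Ub-PLA2 (20nM final) turns over NBD C6-HPC (20uM final), Ex 460nm/Em 535nm after 2.5 h, time-zero read flagging artifacts. Enzyme (20nM final, pH 8.0 Tris) given 30 min RT with compound first; NEM defines full inhibition.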
# Casp7 inh: blocks human caspase-7 allosterically or competitively | P55210 | recombinant caspase-7, Ac-DEVD-AFC fluorescence rate | 75,000 compounds, 0.02% hits | Potency, µM (titrated, usually from 57.5 µM), for the others: at the highest dose activity change, negative = inhibition, usual class: inhibitors; active means well fitted inhibition curve with a large enough effect in the main read-out, with a control signal flat, not every such curve was filed as active; inconclusive means small, poorly fitted or top-dose-only effect, or a change in a side signal; further: potency means the concentration at half of the fitted maximal effect; % of control where 0% means no effect
# Target sequence (P55210 24-198 limits assumed): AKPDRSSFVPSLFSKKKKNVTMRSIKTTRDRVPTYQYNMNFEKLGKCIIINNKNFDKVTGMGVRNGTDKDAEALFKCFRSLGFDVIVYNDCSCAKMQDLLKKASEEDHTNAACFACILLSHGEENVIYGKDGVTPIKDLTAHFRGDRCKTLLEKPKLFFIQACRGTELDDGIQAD
# Target sequence (P55210 207-303 limits assumed): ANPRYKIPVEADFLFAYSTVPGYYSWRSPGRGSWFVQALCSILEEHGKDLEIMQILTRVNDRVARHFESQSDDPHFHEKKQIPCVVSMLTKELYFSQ
# Casp1 inh: caspase-1 (human) inhibition, allosteric or competitive | P29466 | Caspase-1 enzyme, Ac-WEHD-AFC fluorogenic rate | Potency, µM (doses to about 57.5 µM), inactives show top-dose activity change, negative = inhibition, hits mostly inhibitors | 75,000 compounds, 0.03% hits;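 further: potency means the concentration at half of the fitted maximal effect; plate controls were vehicle for no effect and no substrate for full effect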
# A350 fluor: compounds fluorescent in Alexa 350 spectral region; 59,000 compounds, 11% hits; max dye-equivalent concentration, M; Compound autofluorescence, 340/450 nm, Alexa 350 dye-equivalents; stronger effect = higher value; AID 590; in the data active means max dye-equivalent concentration above about 10 nM; inconclusive means mostly about 1.1 nM to 9.6 nM
# 4-MU autofl: compound fluoresces in the 4-MU spectral region; compound autofluorescence, 340/450 nm, 4-MU equivalents; stronger effect = higher value; max dye-equivalent concentration, M; 59,000 compounds, 11% hits; AID 589; in the data active means max dye-equivalent concentration above about 10 nM; inconclusive means mostly about 1.1 nM to 9.6 nM
#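 Intrinsic fluorescence at 340/450 nm (ex/em) was read after 15 min at room temperature in pH 8.0, 100 mM Tris. Each compound concentration expressed as 4-MU-equivalent concentration from a six-point 4-MU standard series on each plate.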
# Fluorescein autfl: compound autofluorescence in fluorescein spectral region; Compound autofluorescence, 480/540 nm, fluorescein-equivalent; stronger effect = higher value; 59,000 compounds, 0.91% hits; max fluorescein-equivalent concentration, M; in the data active means max fluorescein-equivalent concentration above about 10 nM; inconclusive means between about 1.1 nM and that limit
#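 Each compound is tested across a concentration series in 100 mM Tris buffer at pH 8.0. After 15 min at room temperature, plates are imaged with 480 nm excitation and 540 nm emission filters, and intensities are converted to fluorescein-equivalent values.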
# Texas Red fluor: Texas Red region autofluorescence; Compound fluorescence, Texas Red channel, 547/618 nm; stronger effect = higher value; max dye-equivalent concentration, M; 59,000 compounds, 0.06% hits; in the data active means max dye-equivalent concentration above about 10 nM; inconclusive means between about 1.1 nM and that limit
#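 Fluorescence at ex 547/em 618 nm, normalized against an on-plate Texas Red standard series to give dye-equivalent concentration per compound concentration. Buffer 100 mM Tris, pH 8.0; 15 min RT incubation before CCD imaging.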
# Rhodamine autofl: compound autofluorescence in rhodamine spectral region | Rhodamine-region fluorescence, 547/598 nm, Tris buffer; stronger effect = higher value | max dye-equivalent concentration, M | 59,000 compounds, 0.05% hits; in the data active means max dye-equivalent concentration above about 11 nM; inconclusive means between about 1.1 nM and that limit
#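 Intensities are converted to rhodamine-equivalent concentration using a six-point rhodamine standard on each plate. Compounds sit 15 min at room temperature in 100 mM Tris buffer, pH 8.0; read uses the 547/598 nm excitation/emission pair.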
# Numbers without * were called inactive; i = inactive; ? = inconclusive; · = not tested or not shown; [ ] = another dose, or the depositor's remark. Unless noted, the call rests on the fitted dose curve; in most records, active means well fitted curve in the direction sought with a large enough effect; inconclusive means small, poorly fitted or top-dose-only effect, or another doubt; inactive means no such curve, though single readings can be large; an effect the other way counts as inactive or inconclusive.
SMILES,BRCT inh red,BRCT PPI green,HEK293 cAMP cs,USP2a inh,Casp7 inh,Casp1 inh,A350 fluor,4-MU autofl,Fluorescein autfl,Texas Red fluor,Rhodamine autofl
Nc1c(S(=O)(=O)c2cccs2)c2nc3ccccc3nc2n1Cc1ccc2c(c1)OCO2,0.8%,1.0%,-0.9%,11.1%,-21.1%,-24.3%,1.68e-07M*,1.43e-07M*,i,?,i
Nc1ncnc2c1nc(-c1ccccc1)n2[C@H]1O[C@@H](CO)[C@@H](O)[C@H]1O,0.1%[15.4 µM],1.4%[15.4 µM],-4.0%[11.4 µM],·,0.8%[11.5 µM],-0.1%[11.5 µM],i,i,i,?,i
Cc1ccc(N=C2NC(=O)CS2)c(C)c1,0.2%,-1.7%,2.3%,-3.8%,8.2%,2.0%,i,i,?,i,i
O=C(CSc1nnc(C2CC2)n1Cc1ccccc1)c1ccc(S(=O)(=O)N2CCOCC2)cc1,-3.7%,-0.6%,?,38.6%[activator],-1.0%,-4.5%,i,i,?,i,i
COc1ccc(-c2cc(=O)c3c(OC)c(OC)c(OC)c(OC)c3o2)cc1,-2.1%,-1.6%,·,11.1%,1.0%,-3.5%,·,·,·,·,·
CCC(C)N1CC23C=CC(O2)C(C(=O)OC)C3C1=O (stereo unspecified),1.0%,1.5%,-3.8%[11.4 µM],·,0.7%,1.3%,·,·,·,·,·
NC(=O)CSc1nnc(-c2cc3ccccc3o2)n1Cc1ccccc1,-1.6%,-4.1%,?,-12.5%,1.0%,-0.7%,i,i,i,i,i
CCCS(=O)(=O)c1nc(S(=O)(=O)c2ccc(C)cc2)c(N2CCCC2)s1,-1.3%,-1.7%,14.2%[11.4 µM],1.8%[7.66 µM],-0.8%,-1.6%,·,·,·,·,·
CSc1ccccc1C(=O)NCCSC(C)(C)C,0.3%,-1.9%,9.2%,-8.6%,1.0%,-1.9%,i,i,i,i,i
CC(C)(C)n1nnnc1C(c1cccs1)N(Cc1ccccc1)Cc1cccnc1 (stereo unspecified),-1.0%,-1.7%,15.8µM*,?,-2.1%,-0.9%,i,i,i,i,i
O=C(O)c1cccc2cccc(-c3cccc4cccc(C(=O)O)c34)c12,-0.9%[15.4 µM],-2.3%[15.4 µM],-3.0%[11.4 µM],·,-1.0%[11.5 µM],-0.8%[11.5 µM],i,i,?,?,i
CCOC(=O)C(CC)Sc1ncnc2c1nnn2-c1ccc(F)cc1 (stereo unspecified),-1.1%,-0.7%,8.7%,·,0.1%,-10.2%,·,·,·,·,·
O=c1[nH]c(Cc2ccccc2)nc2c1oc1ccccc12,0.4%,-0.7%,9.3%,5.3%,-3.2%,1.5%,i,i,?,i,i
CCn1c(CSc2nc3ccccc3n2C)nc2ccccc21,-0.8%,-0.5%,-3.9%,16.9%,0.2%,-2.2%,·,·,·,·,·
O=C(Nc1cccc2ccccc12)N1CCN(c2ccc(F)cc2)CC1,-0.9%,-0.5%,-1.9%,4.0%,1.7%,-0.6%,·,·,·,·,·
Cc1cc2cc(CN(Cc3ccc4c(c3)OCO4)Cc3nnnn3C3CCCC3)c(=O)[nH]c2cc1C,0.3%,-2.6%,?,·,-11.7%,-2.6%,1.55e-08M*,1.25e-08M*,i,i,i
Oc1ccc2ccccc2c1C=NCc1cn2ccsc2n1,0.0%,-1.0%,-3.7%,-1.5%,4.4%,-5.7%,i,i,?,i,i
C/C(Cl)=C/CSc1nc2c(c(=O)[nH]c(=O)n2C)n1C(C)C,-2.6%,-1.4%,14.1%,4.8%,-0.9%,1.1%,i,i,i,i,i
O=S(=O)(c1ccc(Br)c2nsnc12)N1CCOCC1,-0.8%,-1.8%,13.1%,-1.3%,-0.8%,0.1%,i,i,i,i,i
CCOC(=O)N1CCC(NC(=O)Cn2ncc3ccccc32)CC1,-5.0%,-1.9%,1.4%,-0.4%,-0.7%,-0.2%,i,i,i,i,i
CCOC(=O)C1CCN(CC(=O)c2c(C)[nH]c3ccccc23)CC1,0.1%,-0.7%,42.4%,2.7%,-1.7%,?,i,i,i,i,i
O=C(CCN1CCN(c2ccccc2)CC1)Nc1ccc2c(c1)OCO2,-2.3%,-1.8%,-17.7%,·,-0.1%,-1.6%,·,·,·,·,·
COc1ccc(OC)c(CNc2nc3ccccc3n2CCN2CCCCC2)c1,1.7%,-0.6%,26.1%,2.1%,0.3%,1.5%,i,i,i,i,i
O=C(COC(=O)c1cccnc1)c1ccc(Cl)cc1,-0.5%,-0.5%,-1.4%,43.2%[activator],-2.3%,1.5%,i,i,i,i,i
COc1ccccc1-c1nccc(N2CCN(C)CC2)n1,-1.0%,-1.0%,28.2%,67.6%[activator],0.8%,3.1%,i,i,i,i,i
SMILES,BRCT inh red,BRCT PPI green,HEK293 cAMP cs,USP2a inh,Casp7 inh,Casp1 inh,A350 fluor,4-MU autofl,Fluorescein autfl,Texas Red fluor,Rhodamine autofl
C=CCNc1oc(-c2ccc(OCC)cc2)nc1C#N,-0.1%,-2.3%,-2.1%,11.0%,1.5%,-1.7%,?,?,i,i,i
Cc1nc2cnc(N3CCN(C)CC3)nc2n(C)c1=O,0.0%,-1.7%,17.9%,136.4%[activator],-22.6%,-17.7%,?,?,i,i,i
CCSc1nnc(-c2cccc(S(=O)(=O)N(CC)CC)c2)n1Cc1ccccc1,1.3%,-0.9%,15.8µM*,6.8%,-1.7%,-2.7%,i,i,?,i,i
Cc1ccccc1OCc1nnc(SCC(=O)NCc2ccccc2)n1C,2.4%,-3.8%,17.6%,2.0%,4.6%,2.2%,?,?,?,?,i
CCCP(=O)(CC(=O)N(CC)CC)c1ccccc1 (stereo unspecified),0.5%,0.1%,7.2%,-4.5%,-0.3%,-1.4%,·,·,·,·,·
O=C(Nc1ccc(Cl)cn1)c1cccc(F)c1,3.9%,-2.3%,?,2.1%,0.7%,-12.5%,·,·,·,·,·
Cc1noc(C)c1-c1ccc2ncnc(N(C)Cc3ccco3)c2c1,-2.6%,15.0%,?,-7.5%,0.1%,-1.6%,i,i,i,i,i
Cc1ccc(C)c2[nH]c(=O)c(C(c3nnnn3CCc3ccccc3)N3CCOCC3)cc12 (stereo unspecified),1.3%,-1.6%,0.1%,·,2.6%,-1.5%,4.36e-08M*,4.53e-08M*,i,i,i
Cc1nc2sc(C#N)c(N)c2c2c1CCCC2,·,·,·,·,·,·,4.08e-07M*,3.71e-07M*,i,i,i
CCOC(=O)c1cc(NC(=O)c2cnccn2)cc(C(=O)OCC)c1,1.7%,0.2%,-0.4%,6.8%,1.0%,-1.2%,i,i,i,?,i
COc1cc(C(=O)NCc2ccc(-c3nc4ccccc4o3)cc2)cc(OC)c1OC,-1.3%,-1.2%,2.9%,6.2%,1.2%,1.2%,i,i,?,?,i
CC1(C)NC(=O)N(CC(O)CN2CCCCC2)C1=O (stereo unspecified),-1.6%,-0.5%,-2.1%,-0.6%,0.3%,0.0%,2.41e-08M*,2.31e-08M*,?,i,i
c1ccc(N2CCCCC2)c(NC2=NCCC2)c1,-1.2%,-1.5%,21.6%,2.1%,0.7%,-0.3%,i,i,i,i,i
CC(C)COc1ccc(C(=O)NC(CC(C)C)C(=O)O)cc1 (stereo unspecified),·,·,·,·,·,·,i,i,i,i,i
CCOCCCNC(=O)c1cccs1,-1.5%,-2.0%,-1.5%[11.4 µM],-1.9%[7.66 µM],0.5%,-0.6%,·,·,·,·,·
CC(Nc1nc(N2CCN(S(C)(=O)=O)CC2)nc2ccccc12)c1ccccc1 (stereo unspecified),-1.5%,9.1%,-26.4%,28.6%,-3.2%,-1.2%,2.48e-07M*,1.86e-07M*,?,?,i
CCCCC(=O)NCCc1cc2c(OC)ccc(OC)c2[nH]c1=O,0.4%,-0.9%,1.2%,4.5%,-13.8%,-9.4%,?,?,?,i,i
COc1cc2c(cc1OC)[C@H](c1ccccc1)CN(C)CC2,-2.0%,-2.6%,7.8%,0.7%,2.4%,1.1%,i,i,i,?,i
Cc1ccc2cc(CN(Cc3nnnn3C3CCCCC3)CC3CCCO3)c(=O)[nH]c2c1 (stereo unspecified),0.0%,4.9%,20.7%,31.9%[activator],1.0%[0.00368 µM],-3.3%,?,i,i,?,i
Cc1ccccc1OCC(=O)Nc1ccccc1N1CCCCC1,1.9%,-5.6%,?,?,-0.8%,-1.7%,i,i,?,i,i
COC(=O)c1ccc(NC(=O)CSc2nnc(CNc3ccc(F)cc3)n2C)cc1,-0.4%,-1.8%,-5.0%,9.9%,-6.1%,-1.6%,i,i,i,i,i
Cc1cc(C(=O)OCC(=O)Nc2nc(-c3ccccc3)cs2)c(C)o1,-1.0%,0.0%,?,18.4%,-0.2%,-1.4%,i,i,i,?,i
Clc1ccc(Cn2nnc(-c3ccc(CN4CCOCC4)cc3)n2)cc1,-2.2%,-1.4%,31.6µM*,35.9%[activator],-2.3%,2.8%,i,i,?,?,i
Cc1nnc(SCC(=O)NCc2ccc(Cl)cc2)[nH]c1=O,2.9%,-2.7%,6.2%,-5.0%,-2.6%,-1.0%,i,i,?,?,i
CCn1cc(CNC(=O)c2cc(Cl)ccc2OC)c(C)n1,-4.0%,-0.2%,?,7.4%[7.66 µM],1.5%,-1.5%,·,·,·,·,·
O=C(NCC1CCCO1)c1nc2c(nnn2Cc2ccc(F)cc2)c(=O)[nH]1 (stereo unspecified),-0.7%,-1.4%,15.6%,-17.1%,0.1%,-0.7%,i,i,i,i,i

# Only part of the results is shown; the hit share may differ from the screen's.
